PAX8 reporter – lowers PAX8-driven luciferase in RMG-I cells. RMG-I TPO-luciferase reporter, SteadyGlo, 24 h. inhibition, % at 12.6 µM. 360,000 compounds, 1.2% hits. AID 652154;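 active = mean replicate inhibition at least 60% with every replicate also reaching 60%; inconclusive = only one of the two criteria is met; inactive = mean below 60% and not all replicates reaching 60%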;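 note: luciferase light reporting Pax8 driven TPO promoter activity; plate controls were median of neutral control wells for no effect and mitoxantrone controls for full effect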
LGR2 inh – Drosophila LGR2 receptor signaling inhibition; inhibition, % at 9.99 µM; 380,000 compounds, 0.35% hits; AID 720647; HEK293 LGR2, CRE-luciferase, bursicon-stimulated, 4 h;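 active = drop in luminescence signal, shown as inhibition above about 50% in the replicate tests, limit read from the data, passing the limit was not always enough; inconclusive = probably only some replicates passing the limit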;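 note: agonist challenge used bursicon conditioned medium at about half maximal strength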
FN deposition inh – fibronectin deposition inhibition; AH1F fibroblasts, Alexa488-fibronectin deposition fluorescence, overnight; inhibition, % at 12.6 µM; 350,000 compounds, 0.086% hits;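 active = mean inhibition across replicates of 30% or more, regardless of how many single replicates reach that level; inconclusive = mean under 30% yet at least half of replicates reach 30%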;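 note: positive control wells lacked labelled fibronectin entirely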
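Schedule: 1 h cell adhesion before compound, then overnight fibronectin incubation; test system: AH1F fibroblast monolayer depositing Alexa488-labelled fibronectin into matrix; quantity: 10000 AH1F cells per well; probe or stimulus: fluorescent fibronectin at 24 nM final; signal: fluorescence, ex 485 nm, em 525 nm; evaluation: percent inhibition as loss of matrix-bound fibronectin fluorescence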
The depositor's hits bear a star; ? = inconclusive. Some of the compounds tested, so the mix of outcomes need not match the whole.

structure,LGR2 inh,FN deposition inh,PAX8 reporter
O=C(CN1CCN(S(=O)(=O)c2ccc(Br)cc2)CC1)N/N=C/c1ccco1,2,-9,0
CCc1n[nH]c(=S)n1/N=C/c1cc(Br)c(OC)cc1OC,16,6,-8
CCOC(=O)Cc1csc(NC(=S)NC(=O)C(C)(C)C)n1,-7,0,5
CC(C)=N/N=C(\c1cccc([N+](=O)[O-])c1)C12CN3CN(CN(C3)C1)C2,0,10,3
O=C(NNC(=O)C1CCCO1)c1ccc(Br)cc1 (stereo not drawn),10,0,-21
CCC(CC)c1nnc(NC(=O)c2cc(C(=O)OC)cc([N+](=O)[O-])c2)s1,12,7,-4
Cc1c(Br)c([N+](=O)[O-])nn1CCCC(=O)N1CCN(c2ccccc2)CC1,15,9,0
COC(=O)c1ccc2c(=O)[nH]c(CSc3nc(-c4ccc(F)cc4)cs3)nc2c1,17,4,21
O=C(NC1CC1)c1cccc(Br)c1,-3,6,0
Cc1cc(=O)oc2cc(OC(=O)c3nn(C(C)C)c(=O)c4ccccc34)ccc12,3,5,6
CC(=O)Nc1ccc(S(=O)(=O)N(C)CC(=O)OCC(=O)Nc2cccnc2Cl)cc1,21,3,-7
CC(O)C(C(=O)OCc1ccc([N+](=O)[O-])cc1)N1C(=O)c2ccccc2C1=O (stereo not drawn),5,3,-7
CCOC(=O)c1c(/N=C/N(C)C)sc(/C=N/Nc2ccccc2)c1-c1ccccc1,-9,8,24
O=C(COC(=O)c1ccc(O)cc1)Nc1ccccc1-c1ccccc1,0,4,14
CCOc1ccc(N(CC(=O)Nc2ccccc2C(=O)N2CCOCC2)S(=O)(=O)c2ccc(F)cc2)cc1,4,-3,-7
COc1ccccc1CNC(=O)CCSCc1cccc(Cl)c1,-8,-2,5
N#Cc1cc2c([nH]c1=S)CCCC2,15,-2,3
Cc1ccc(S(=O)(=O)N(C)C)cc1NC(=O)COC(=O)c1c(C)noc1C,17,-14,9
COc1cc([N+](=O)[O-])c(C(=O)N2CCOCC2)c([N+](=O)[O-])c1,6,1,-5
CC(C)CC(NC(=O)COc1ccccc1)C(=O)O (stereo not drawn),-2,6,6

Two compounds from above, showing only PAX8 reporter and FN deposition inh.
smiles,PAX8 reporter,FN deposition inh
O=C(CN1CCN(S(=O)(=O)c2ccc(Br)cc2)CC1)N/N=C/c1ccco1,0,-9
CCc1n[nH]c(=S)n1/N=C/c1cc(Br)c(OC)cc1OC,-8,6

Later entries:
structure,LGR2 inh,FN deposition inh,PAX8 reporter
COc1ccc2c(c1)OC(c1ccccc1)(C(F)(F)F)NC2=O (stereo not drawn),-1,-2,11
COc1ccccc1C(=O)NCC(=O)OCc1ccc(Br)cc1,13,20,-28
Cc1cc(Cl)ccc1OCC(=O)N1CCCN(C(=O)COc2ccc(Cl)cc2C)CC1,6,-1,35
CN(C)c1ccc(N=Nc2ccccc2C(=O)OCC(=O)N2CCCCCC2)cc1,-32,-3,-24
Fc1ccc(Nc2nc(-c3ccncc3)nc3ccccc23)cc1,-12,4,2
CC(OC(=O)c1ccccc1NS(=O)(=O)c1cccc(C(F)(F)F)c1)C(=O)N(C)Cc1ccccc1 (stereo not drawn),8,-8,21
COc1ccc(CN(CCC(c2ccccc2)c2ccco2)C(=O)c2ccco2)cc1 (stereo not drawn),-8,-8,-23
Cc1ccc(C(=O)Oc2coc(CSc3nnc(NC(=O)C4CC4)s3)cc2=O)cc1C,8,-2,-2
C=C(C)C1CC=C(C)/C(=N/NC(=O)CNc2ccc(C)cc2C)C1 (stereo not drawn),1,-8,-2
CCNC(=S)N/N=C/c1ccc(OCc2ccc(C(=O)OC)cc2)cc1,2,3,7
COc1ccc([N+](=O)[O-])cc1NC(=O)Cc1ccccc1Cl,2,10,10
CC1Cc2ccccc2N1C(=S)NC(=O)c1cccc(Br)c1 (stereo not drawn),-19,-2,3
O=C(COC(=O)CNC(=O)c1ccccc1Cl)Nc1ncc(C(F)(F)F)cc1Cl,7,-3,0
Nc1nonc1-n1nnc(C(=O)N/N=C/c2ccccc2)c1CSc1ccc(Cl)cc1,6,2,-9
CC(C)(C)N=C1C([N+](=O)[O-])=CC=C2C1=NC1(CCCCC1)N2O,9,4,15
CNc1oc(/C=C/c2ccccc2)nc1C#N,-74,4,-186
COc1ccc(C(=O)/C=C/c2ccc(OC)c(Cn3nnc4ccccc43)c2)cc1,23,5,57
CCOC(=O)c1c(NC(=O)C2COc3ccccc3O2)sc2c1CCN(Cc1ccccc1)C2 (stereo not drawn),7,0,-6
Cc1cccc(C(=O)NCCc2ccc(S(N)(=O)=O)cc2)c1[N+](=O)[O-],0,-2,4
O=C(CSc1nc2ccccc2[nH]1)N/N=C/C=C/c1ccccc1[N+](=O)[O-],12,-4,-1

Profiles, looked up by structure:
COc1ccccc1C(=O)NCC(=O)OCc1ccc(Br)cc1 as listed: LGR2 inh: 13; FN deposition inh: 20; PAX8 reporter: -28
O=C(COC(=O)CNC(=O)c1ccccc1Cl)Nc1ncc(C(F)(F)F)cc1Cl as listed: LGR2 inh: 7; FN deposition inh: -3; PAX8 reporter: 0

Other compounds follow.
structure,LGR2 inh,FN deposition inh,PAX8 reporter
O=C(COc1ccc(C(F)(F)F)cc1[N+](=O)[O-])Nc1cccc(C(F)(F)F)c1,6,2,-14
COc1ccc(-c2csc(NC(=O)COc3ccc(N(C)S(=O)(=O)c4ccc(C)cc4)cc3)n2)cc1,-13,4,-18
O=C(Cn1nnc2ccccc21)N/N=C\c1cccs1,-11,6,-11
S=C(NCCN1CCOCC1)Nc1ccc(Br)cc1,-6,1,-24
Cc1cccc(NC(=S)NC2CCCCCC2)c1C,-4,5,3
CCOC(=O)c1cnc2ccc(C(=O)OC)cc2c1NCCc1ccc(OC)c(OC)c1,0,0,12
Cc1ccc(S(=O)(=O)N2CCCOC2CNC(=O)C(=O)NCc2cccs2)cc1 (stereo not drawn),-6,3,25
Cc1cc(C)n(-c2nnc(C)n2/N=C/c2ccccc2O)n1,15,3,15
CCOC(=O)c1sc(NC(=O)CCCCl)nc1C,6,3,-21
CCOC(=O)CSc1nnc(NC(=O)c2cccc([N+](=O)[O-])c2)s1,2,2,0
O=C(CN1CCSC1=NCc1ccccc1)c1ccc(Cl)c(Cl)c1,5,-18,15
CCOC(=O)NC(NC(=S)Nc1ccccc1OC)C(Cl)(Cl)Cl (stereo not drawn),8,7,17
NC(=NCCc1ccc(Cl)cc1)NS(=O)(=O)c1ccc(F)cc1,8,3,-4
c1sc2[n+](c1C13CC4CC(CC(C4)C1)C3)CCS2,-14,-3,-21
Cc1ccc(OCCCn2ccnc2)c([N+](=O)[O-])c1,-12,8,4
COc1cccc(-c2cc(C(=O)Nc3ccc([N+](=O)[O-])cn3)c3ccccc3n2)c1,20,-8,-6
COc1ccccc1NC(=O)c1ccc(NS(=O)(=O)c2ccc(F)c(Cl)c2)cc1,12,1,-28
COC(=O)c1ccc2c(=O)n(CCCCCC(=O)O)c(=S)[nH]c2c1,-4,1,18
COc1ccc(/C=C/C(=O)Nn2cnnc2)cc1,21,15,3
COc1ccc(/C=N/NC(=O)c2ccccc2F)cc1CN1CCN(c2ccc(F)cc2)CC1,-17,7,7
CCOc1ccccc1NC(=O)/C(C#N)=C/c1c(C)nn(-c2ccccc2)c1Cl,27,4,0
CCCCn1c(C)cc(/C=C(\C#N)C(=O)O)c1C,-19,-6,-18
CC(=O)NNS(=O)(=O)c1ccccc1[N+](=O)[O-],-8,-9,2
COc1ccc(C(=O)Nc2nc(C)cc(C)n2)cc1[N+](=O)[O-],5,-7,14
O=C(COC(=O)c1ccc2ncsc2c1)Nc1ncc(Cl)cc1Cl,9,3,8
COC(=O)C1=C(C(=O)c2ccccc2)C(c2ccccc2)n2nnnc2N1 (stereo not drawn),-9,-2,-5
CCOc1ccc(C(=O)NC(=S)N2CCN(c3ccc(C(F)(F)F)cc3[N+](=O)[O-])CC2)cc1,-3,9,-5
Cc1ccc(SCCc2ccc(C)nc2)cc1,-26,-2,-27
CC(C)c1ccc(/C=C(\c2nc3ccccc3[nH]2)S(=O)(=O)c2ccccc2)cc1,59*,12,87*
Cc1ccc(NC(=O)NC(=O)CSc2nnc(-c3ccc(Cl)cc3Cl)n2N)c(C)c1,8,-2,15
Cc1ccc(CN(Cc2ccco2)S(=O)(=O)c2ccc(S(=O)(=O)NCC3CCCO3)cc2)cc1 (stereo not drawn),9,0,-4
O=C(O)c1cc([N+](=O)[O-])ccc1NCCO,-1,6,1
CCCc1nc2c([nH]1)C(c1cccnc1)C(C#N)=C(N)O2 (stereo not drawn),-2,1,-19
Cc1cccc(CSC(Nc2ccc(F)cc2)=C(C#N)C#N)c1,?,1,51
CCCCN(CCCC)S(=O)(=O)c1ccc(NC(=O)c2ccc([N+](=O)[O-])cc2Cl)cc1,?,-4,32
CCOc1ccc(OCc2cccc(C(=O)Nc3ccc(CN4CCCCC4)cc3)c2)cc1,27,-2,42
O=C(Nc1ccccn1)c1ccc([N+](=O)[O-])cc1Cl,2,2,-20
Cc1nc2n(COCCO)cnn2c(=O)c1Br,-9,2,11
Cc1c(C(=O)NCC2CCCO2)cccc1[N+](=O)[O-] (stereo not drawn),17,3,-7
Cc1onc(-c2ccccc2)c1C(=O)NNC(=S)NC(=O)c1ccc(Cl)cc1Cl,3,-1,14
CN(C)CCNC(=O)C(=O)NCC1OCCCN1S(=O)(=O)c1cccs1 (stereo not drawn),6,-1,-8
CCCN(CCC)C(=O)CSc1ncccc1C(=O)O,-14,4,2
Cc1ccc(NC=C(S(=O)(=O)c2ccccc2)S(=O)(=O)c2ccccc2)cc1,0,3,-11
COc1ccc(S(=O)(=O)Nc2ccc(O)c(Sc3nc4ccccc4s3)c2)cc1,15,-5,1
CC1=C(OC(=O)C(C)(C)C)C(C)(C)C(c2ccccc2)OC1=O (stereo not drawn),5,2,-13
O=C(COC(=O)c1ccc(Br)cc1)NCCc1ccccc1,3,-3,-1
O=C(COC(=O)/C=C/c1ccccc1)NCc1ccc(Cl)cc1,-10,1,7
Cc1cccc(Nc2ncnc3c2cnn3Cc2ccccc2)c1,12,7,-12
COc1ccc(NC(=S)c2ccncc2)cc1,17,0,-15
O=C(NCc1ccc2c(c1)OCO2)c1cc([N+](=O)[O-])ccc1N1CCCCC1,8,4,20
O=C(CCC1CCCCC1)NC1=NCCS1,-11,-1,-15
COc1cc(S(=O)(=O)NCc2ccccc2)ccc1Br,8,4,21
CSCCC(NS(=O)(=O)c1ccc(Cl)cc1)C(=O)OCc1c(Cl)cccc1Cl (stereo not drawn),21,-4,7
CCN(C(=O)c1ccc(C)c(Br)c1)c1ccccc1,-3,-12,21
Cc1cc(Oc2nc3c(C)cccn3c(=O)c2/C=C(\C#N)S(=O)(=O)c2ccc(Cl)cc2)ccc1Cl,4,-3,3
COc1cc(-c2nnc(CSc3nnc(N)s3)o2)cc(OC)c1OC,1,-2,38
Cc1cc(C)nc(NC(=O)Cc2ccc([N+](=O)[O-])cc2)c1,-5,4,5
COc1cccc(/C=N/NC(=O)CSc2ccccc2C)c1OC,28,9,-2
COc1ccc(NS(=O)(=O)/C=C/c2ccccc2)cc1,-18,4,-16
CC1CCN(S(=O)(=O)c2ccc(C(=O)Nc3ccccc3-c3nc4ccccc4[nH]3)cc2)CC1,3,-5,-1

(listing goes on)
structure,LGR2 inh,FN deposition inh,PAX8 reporter
c1ccc(CN=C2NN=C(c3cc4ccccc4o3)CS2)cc1,-17,-8,1
CCCN(CC1CC1)C(=S)Nc1ccc(Oc2ccccc2)cc1,5,-15,19
Nn1c(Cc2cccc3ccccc23)nnc1SCCOc1ccc(Br)cc1,22,-4,1
CC(C)NC(=O)Nc1ccc(Br)cc1Cl,11,3,-5
COc1cccc(NC(=O)CSC(N)=O)c1,15,-1,-25
